HTR5A inv ctr = HTR5A inverse agonism, opioid heterodimer counter-screen. HTR5A cell line, luminescence. inhibition, % at 9.3 µM. hit rate 0.083% among 340,000. AID 504634; in the data active means inhibition mostly above about 23%, no sharp cut-off; inactive means mostly below about 18%;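 further: 0% = cells with DMSO and 100% = no-cell wells with DMSO; some compounds called inactive have numbers as strong as hits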
Target sequence (P47898 whole entry, looked up): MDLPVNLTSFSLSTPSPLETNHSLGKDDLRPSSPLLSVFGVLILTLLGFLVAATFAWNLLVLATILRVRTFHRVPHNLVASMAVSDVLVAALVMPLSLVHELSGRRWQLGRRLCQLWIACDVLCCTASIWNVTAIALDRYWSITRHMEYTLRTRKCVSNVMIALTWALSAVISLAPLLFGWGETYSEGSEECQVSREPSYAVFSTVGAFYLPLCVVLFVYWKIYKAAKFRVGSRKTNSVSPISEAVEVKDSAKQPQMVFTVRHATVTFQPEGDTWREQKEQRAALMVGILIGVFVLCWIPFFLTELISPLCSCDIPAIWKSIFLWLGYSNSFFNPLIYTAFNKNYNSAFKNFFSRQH
MITF act = increases MITF-driven TRPM1 promoter luciferase signal | SK-MEL-5 TRPM1-promoter luciferase, 24 h; % of positive control, neutral wells = 0 | activation, % at 12.5 µM | hit rate 0.75% among 300,000;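 active means mean activation of at least 80% with every replicate also reaching 80%; inconclusive means mean reaches 80% but some replicate falls short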;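 further: 0% = neutral control wells and 100% = parthenolide positive control wells; values of inactives mirror those of a sister screen read the other way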
dFosB act = activators of mouse delta FosB homodimer; P13346; purified delta FosB, TAMRA-CDK5 oligo fluorescence polarization; percent of positive-control signal above neutral wells; activation, % at 25 µM; hit rate 0.99% among 340,000; AID 493131;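 active means mean activation above about 17%, with every replicate also reaching it, limit read from the data, passing the limit was not always enough; inconclusive means only one of the two conditions met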;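 further: fluorescence polarization rise as delta FosB binds a TAMRA Cdk5 AP-1 oligo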
HTR5A ag ctr = counter-screen for OPRM1-OPRD1 agonists: human HTR5A agonism | P47898 | hit rate 0.61% among 340,000 | HTR5A agonist assay, luminescence, cell-based | activation, % at 9.3 µM; in the data active means activation mostly above about 9.5%, no sharp cut-off; inactive means mostly below about 7.6%;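 further: 0% = cells with vehicle only and 100% = reference agonist; strong numbers were not always called active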
V-ATPase pH = regulators of yeast V-ATPase proton transport; response, % at 10 µM; hit rate 0.37% among 350,000; S. cerevisiae, pHLuorin cytosolic pH fluorescence; in the data active means response mostly above about 7.3%, no sharp cut-off; inactive means mostly below about 5.4%; further: actives read high; inactives centre near 0; some compounds called inactive have numbers as strong as hits; reference of the scale not given here
Wnt act = activators of Wnt/beta-catenin signaling | hit rate 1.2% among 300,000 | AID 743398 | Wnt/beta-catenin reporter cell assay, activator, plate reader | activation, % at 9.35 µM; in the data active means activation above about 30%, passing the limit was not always enough; inconclusive means no clear call, values can overlap the other calls;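 further: 0% = neutral control wells and 100% = positive control wells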
CDK5 inh = CDK5/p35 (human) kinase inhibition; Q00535+Q15078; Recombinant CDK5/p35, ADP-Glo luminescence, 60 min; inhibition, % at 10 µM; hit rate 0.01% among 330,000; AID 488839;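 active means highest replicate inhibition of at least 50% and at least 75% of replicates reaching 50%; inconclusive means only one of the two criteria met; inactive means both criteria failed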;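 further: plate controls were DMSO neutral control for no effect and GW8510 at 10 µM for full effect; many of its hits are not listed in these tables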
SR-BI HDL uptake = mouse SR-BI HDL lipid transfer inhibition; Q61009; ldlA[mSR-BI] CHO cells, DiI-HDL uptake fluorescence, 3 h; inhibition, % at 12.5 µM; hit rate 0.96% among 320,000; AID 488896;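 active means mean replicate inhibition of at least 70% and a set share of replicates each scoring 70 or more; inconclusive means meets just one of the two criteria; inactive means fails both criteria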;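 further: 0% = median of neutral control wells and 100% = median of positive control wells; values of inactives mirror those of a sister screen read the other way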
Target sequence (Q61009 whole entry, looked up): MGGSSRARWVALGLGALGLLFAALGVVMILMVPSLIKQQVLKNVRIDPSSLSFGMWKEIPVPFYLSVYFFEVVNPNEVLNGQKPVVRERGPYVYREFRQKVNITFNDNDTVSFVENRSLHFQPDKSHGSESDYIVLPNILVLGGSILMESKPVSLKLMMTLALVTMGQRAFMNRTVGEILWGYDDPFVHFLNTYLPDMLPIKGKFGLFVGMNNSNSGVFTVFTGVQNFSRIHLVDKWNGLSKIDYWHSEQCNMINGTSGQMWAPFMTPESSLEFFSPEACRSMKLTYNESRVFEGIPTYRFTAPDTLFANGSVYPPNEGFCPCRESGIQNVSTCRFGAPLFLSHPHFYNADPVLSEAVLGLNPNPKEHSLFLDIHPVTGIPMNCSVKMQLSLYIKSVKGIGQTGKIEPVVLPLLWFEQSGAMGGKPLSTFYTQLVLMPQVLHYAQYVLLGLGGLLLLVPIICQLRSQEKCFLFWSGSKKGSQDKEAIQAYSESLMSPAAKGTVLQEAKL
NSD2 HMT inh = NSD2 (human) methyltransferase inhibition | NSD2 peptide methylation, AlphaScreen, 120 min | O96028 | hit rate 0.54% among 310,000 | AID 743445 | inhibition, % at 12.5 µM; in the data active means inhibition above about 50%
PvdQ acylase = P. aeruginosa PvdQ acylase inhibition | purified PvdQ acylase, fluorescence plate reader | inhibition, % at 10 µM | hit rate 0.063% among 340,000; in the data active means inhibition above about 30%, passing the limit was not always enough; inconclusive means no clear call, values can overlap the other calls;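 further: 0% = vehicle neutral wells and 100% = reference inhibitor wells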
* = called active by the depositor; u = inconclusive; x = no result given.

SMILES	HTR5A inv ctr	MITF act	dFosB act	HTR5A ag ctr	V-ATPase pH	Wnt act	CDK5 inh	SR-BI HDL uptake	NSD2 HMT inh	PvdQ acylase
Cc1cc(C)nc(CCNC(=O)c2cc(COc3ccc(F)cc3Cl)on2)n1	-7	5	-5	5	-4	0	1.4	-4	-3	-5
COc1cccc(-n2c(CN3CCN(c4ccccc4)CC3)nc3ccc([N+](=O)[O-])cc3c2=O)c1	-7	2	-11	0	-1	0	1.1	2	-1	-8
CCCCC1=CC2=CC(=O)C(C)(OC(=O)CC)C(=O)C2=CN1Cc1ccc2c(c1)OCO2 (stereo not drawn)	-5	-3	1	7	1	-2	1.1	-8	x	12
COCc1[nH][nH]c(=O)c1C=Nc1ccc(OC(F)(F)F)cc1	1	-20	1	-4	-4	-3	0.8	-5	7	-5
COc1ccc(CC2(CO)CCN(C(=O)NCc3ccccc3)CC2)cc1	5	6	4	3	0	x	-0.7	15	-1	9
Cc1onc(-c2c(Cl)cccc2Cl)c1C(=O)N=S(C)(=O)c1ccccc1 (stereo not drawn)	x	x	-2	x	-4	0	4.4	3	-2	-14
COc1ccc(-c2c(-c3cc(OC)cc(OC)c3)n(C)c3ccc(-c4ccc5cc[nH]c5c4)cc23)cc1	13	-7	-9	-5	3	-13	0.4	85*	x	-20
O=C(O)CCCC(=O)Nc1ccc(N2CCCC2)cc1	-4	-12	-1	-1	-2	x	-0.1	-10	-3	-9
CCOc1ccc(Nc2nc(NCC(=O)O)nc(N)c2[N+](=O)[O-])cc1	7	1	4	-2	3	2	-1.2	-3	0	-2
Cc1cc(C)c(C(=O)CN2C(=O)C(=O)N(C3CCCC3)C2=O)cc1C	-10	1	-8	3	4	10	-0.9	4	1	-10
COc1cccc(Oc2ccc(N)cn2)c1	-8	-6	6	2	-2	-2	-0.1	-19	x	14
COc1cc2c(cc1OC)CN(Cc1cccs1)CC2	12	5	-7	0	0	-5	1.0	-19	3	-9
COc1ccccc1N1CCN(c2cc(=O)n(-c3ccc(Cl)cc3)c(=O)[nH]2)CC1	-14	2	5	5	-2	-1	0.6	-8	x	-8
O=C(CCNC(=O)c1ccccc1Cl)NCC(c1ccc(F)cc1)N1CCOCC1 (stereo not drawn)	-2	4	-9	1	2	1	-2.9	-20	-1	8
CC(/C=C/c1ccc(C)o1)=C\C(=O)O	-2	x	-3	3	4	x	1.1	-8	x	-17
Cc1cc(/C=N/n2cnnc2)c(C)n1-c1ccc(Cl)cc1Cl	-8	-9	-9	-5	6	x	-0.8	-17	x	-12
CCN(CC)CCn1c(NCc2ccc(C)o2)nc2ccccc21	x	6	-6	x	1	x	x	-26	0	2
Cc1ccc(C)c(NC(=O)C2CCC(C)(C(=O)O)C2(C)C)c1 (stereo not drawn)	-6	-11	2	2	-4	1	1.0	-29	-1	-4
CC(C)C(NC(=O)c1c(F)cccc1F)C(=O)NC1CC(C)(C)NC(C)(C)C1 (stereo not drawn)	9	-5	1	-3	-2	1	-0.4	-17	-3	-3
Cc1c(NC(=O)COC(=O)c2ccc[nH]c2=O)c(=O)n(-c2ccccc2)n1C	18	-6	-4	-2	-1	-1	0.7	27	-3	-10
C=CCN(Cc1nc(-c2ccc(OC)c(OC)c2)oc1C)C1CCS(=O)(=O)C1 (stereo not drawn)	-1	0	-6	0	-1	-1	-1.0	-1	-1	-11
O=C(NCCS(=O)(=O)N1CCc2ccccc2C1)c1ccccc1	-1	-5	-12	11	3	-1	0.2	-10	-14	-10
COCCN(CCOC)C(=O)CN1C(=O)NC(Cc2c[nH]c3ccccc23)C1=O (stereo not drawn)	-2	-15	-5	0	1	1	-1.3	x	-3	-10
COc1ccccc1CCC(=O)OCC(=O)NC1CCCCC1	-2	3	-5	1	-4	0	0.9	-8	0	-2
Cc1oc2cc3oc(=O)c(CC(=O)NCCCC(=O)O)c(C)c3cc2c1C	5	1	-4	-1	-2	-2	0.2	-22	2	2
CCOC(=O)c1cnc2ccc(C(=O)OC)cc2c1Nc1ccc2c(c1)OCCO2	-1	4	-11	7	-81	2	-0.9	u	-1	-24
CC(C)CN(C(=O)CSc1nc(N)cc(N)n1)C1CCS(=O)(=O)C1 (stereo not drawn)	6	-4	-2	-2	-1	-4	-2.6	-20	50	-19
CC(C)c1ccc(NC(=O)CN2CCN(c3ccccn3)CC2)cc1	9	4	0	-2	0	-1	-0.8	7	1	14
CCOc1ccccc1NC(=O)c1ccc2[nH]c(C)c(C)c2c1	-29	71	-7	10	0	10	1.9	x	-1	-8
O=C(c1ccc(S(=O)(=O)N2CCCCCC2)cc1)N1CCN(c2ccccn2)CC1	-10	-24	-4	0	-3	x	-0.8	3	-2	-1
O=C(O)CCSc1nnc(-c2ccc3c(c2)OCO3)o1	-16	-37	0	4	3	x	5.2	-16	-1	-4
Cc1cc(C)nc(N/N=C/c2ccc(N3CCOCC3)cc2)n1	-1	3	4	0	-3	27	1.3	34	1	3
Cc1cc(C)cc(NC(=O)C2CCN(C(=O)c3cccs3)CC2)c1	-12	-2	-14	10	1	-1	0.2	2	-5	-10
CCOC(=O)C1Cc2c([nH]c3ccccc23)CN1 (stereo not drawn)	5	16	-1	-1	-2	17	2.8	-27	0	-9
COc1ccccc1OCc1ccc(C(=O)Nc2ccc(Cl)cn2)o1	-15	0	-9	-3	-4	-2	-0.5	-18	0	-14
O=C(COC(=O)c1cc(S(=O)(=O)N2CCOCC2)cs1)c1ccccc1	4	1	-4	-1	-2	-2	-1.7	0	3	-5
CCc1nc(SCC(=O)N2CCc3cc(OC)c(OC)cc3C2)c(C#N)cc1C	1	-3	-8	4	0	x	2.1	11	2	-19
Cc1cc(C)nc(SCc2ccc(C(=O)O)o2)n1	-7	-1	-4	1	-2	-1	-0.6	14	-2	-3
COc1cc(NS(=O)(=O)c2ccc3ccccc3c2)c2ncccc2c1	25	-36	-11	-7	-1	-4	-1.4	-27	5	-14
COc1ccc(Cc2nc3ccccc3c(=O)n2N)cc1OC	-1	-6	2	3	0	-1	0.8	-4	-1	-9

Overlap with the part before: 2 compounds; new compounds follow.
SMILES	HTR5A inv ctr	MITF act	dFosB act	HTR5A ag ctr	V-ATPase pH	Wnt act	CDK5 inh	SR-BI HDL uptake	NSD2 HMT inh	PvdQ acylase
COc1cc(NS(=O)(=O)c2ccc3ccccc3c2)c2ncccc2c1	25	-36	-11	-7	-1	-4	-1.4	-27	5	-14
COc1ccc(Cc2nc3ccccc3c(=O)n2N)cc1OC	-1	-6	2	3	0	-1	0.8	-4	-1	-9
CCCCn1c(SCC(=O)c2ccc(O)c(O)c2)nc2ccsc2c1=O	-5	-3	-5	1	1	x	0.1	5	36	-2
S=C(NCC1CCCO1)NC1CCCCC1 (stereo not drawn)	12	2	-2	7	3	-1	0.6	-23	-1	3
Cc1ccc(N(CC(=O)NCc2ccc(Cl)cc2)S(C)(=O)=O)cc1	25	-6	-8	6	-1	-1	-2.0	-12	0	-15
Cc1cccc(-c2c(O)cc(=O)[nH]c2Cl)c1	11	-15	2	-4	4	-2	-1.1	-17	0	-6
COc1cc(OC)c(NC(=O)c2ccoc2C)cc1Cl	5	-3	2	-7	-1	x	-1.1	59	-2	-3
Cc1ccc(C)c(S(=O)(=O)N2CCCOC2CNC(=O)C(=O)NC2CCCC2)c1 (stereo not drawn)	-6	-7	-12	-4	0	-1	-1.4	18	x	-16
CCCc1nnc(NC(=O)CCC(=O)N2CCN(CCn3c(C)ccc3C)CC2)s1	-13	x	-13	1	1	x	0.6	7	-2	-11
O=C(NCC1CCCO1)c1cc2cc(F)ccc2[nH]1 (stereo not drawn)	2	3	-2	-1	5	3	-0.6	-4	-2	-13
O=C(NC(=S)NCc1ccco1)c1ccccc1	-7	6	-4	2	3	-2	-4.1	-30	0	-18
Cc1cc(C)nc(NS(=O)(=O)c2ccc(N/C=C/C(=O)c3ccc(Cl)cc3)cc2)n1	12	-12	-1	0	-1	x	2.0	-4	-1	-8
CCCCC(=O)Nc1ccc(C(=O)NNC(=S)NC(=O)c2ccccc2[N+](=O)[O-])cc1	2	-2	7	-1	3	0	-0.1	-8	-1	-1
COc1cc(/C=C/[N+](=O)[O-])ccc1OC(=O)/C=C/c1ccc(F)cc1	5	x	-5	5	2	-2	-1.0	-13	4	4
Cc1cc(C)cc(NC(=O)C(=O)NCCCN2CCOCC2)c1	2	5	1	-1	1	-14	-1.1	-9	-1	-10
CC1(c2ccc3ccccc3c2)NC(=O)N(CC(=O)N2CCCC(C(F)(F)F)C2)C1=O (stereo not drawn)	5	20	-3	-2	2	0	-1.0	-8	0	3
CC1(C)CC(=O)/C(=C(\O)Cc2ccccc2)C(=NCCCCCC(=O)O)C1	17	-4	-7	2	4	2	-0.2	-30	-3	-8
O=C(c1ccccc1F)N1CCN(c2ccc([N+](=O)[O-])cc2-n2cccc2)CC1	-4	x	-13	7	0	0	-0.2	x	3	-13
O=C(CSCc1ccc([N+](=O)[O-])cc1)Nc1ccccc1C(=O)O	-3	-2	-2	1	-2	12	0.5	-9	3	3
Cc1ccc(S(=O)(=O)NCc2ccc(C(=O)N3CCN(c4ccc([N+](=O)[O-])cc4)CC3)cc2)cc1	0	-54	-3	11*	2	-2	-1.8	31	1	-14
O=C(O)c1ccc(/C=N/n2cc(-c3ccccc3)[nH]c2=S)cc1	-10	-5	-6	-7	1	3	3.2	x	-2	-14
COc1ccc(NC(=O)COC(=O)c2cc(SC)ccc2Cl)c(OC)c1	-18	-4	-5	7	-1	-2	-0.9	-29	-3	-10
Cc1ccc(NC(=O)COC(=O)c2sccc2C)cc1S(=O)(=O)N1CCOCC1	14	18	-6	-5	2	-2	0.7	33	-1	-6
O=C(NCCCN1CCOCC1)c1cnn2c(-c3ccccc3)cc(-c3ccccc3)nc12	3	4	-77	-2	-1	x	-2.9	33	-6	-1
O=C(CSc1ncn[nH]1)N1CCN(c2nnc(-c3ccccc3)c3ccccc23)CC1	-3	x	-8	1	2	-6	-1.5	19	1	-39
Cc1ccc(C)c(NS(=O)(=O)c2ccc3c(c2)NC(=O)CO3)c1	2	13	-2	0	-1	-1	0.5	-6	-1	-1
CC1(C)CCC(=O)c2ccccc21	-5	-5	-6	1	-3	-2	-2.1	-2	-1	9
O=C(NNc1nc2ccccc2s1)Nc1ccccc1	-2	80	4	2	1	18	0.7	-10	9	-9
NC(=O)c1cc(-c2ccccc2)nc(Oc2ccccc2)n1	-25	x	-15	1	9	-2	-1.5	10	1	8
Cc1cc(C(=O)NC(=S)Nc2ccccc2N2CCCC2)ccc1[N+](=O)[O-]	-11	-10	-5	4	-2	x	-2.8	-16	1	-18
CCOC(=O)N1CCN(C(=O)c2ccc(S(=O)(=O)Nc3cccc(C(F)(F)F)c3)cc2)CC1	-10	-13	-16	1	-3	x	-1.4	13	-1	-5
O=C(Nc1ccc(F)cc1)C(=O)c1c(O)[nH]c2ccc([N+](=O)[O-])cc12	-10	-4	1	4	-3	x	10	x	x	11
COCCNc1oc(-c2cccs2)nc1S(=O)(=O)c1ccc(C)cc1	1	7	2	-1	-2	-2	0.5	4	0	-2
COc1ccccc1C1C2=C(COC2=O)Nc2cc3c(cc21)OCO3 (stereo not drawn)	13	x	-9	-6	3	x	-1.8	-10	2	-13
CNC(=S)N(CCO)Cc1cc2cc3c(cc2[nH]c1=O)OCCO3	-7	13	7	2	1	-1	0.4	-22	-2	-8

Screening results (PubChem)
